SENP6 inh: blocks the human protease SENP6; Q9GZR1; Recombinant SENP6 catalytic domain, aminoluciferin luminescence; inhibition, % at 10 µM; 1.8% of 330,000 active; AID 2599;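 active means inhibition above about 50% at the single tested dose, limit read from the data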;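 further: plate controls were DMSO wells with enzyme for no effect and DMSO wells lacking enzyme for full effect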
SENP1 FRET inh: blocks the human SENP1 SUMO protease catalytic domain | recombinant SENP1 catalytic domain, CyPet-SUMO1-YPet FRET cleavage | inhibition, % at 10 µM | 0.21% of 360,000 active | AID 624204;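 active means inhibition at least 30% at 10 µM, raw YFP signal under a set limit, fluorescence ratio 0.5 to 1.5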;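 further: 0% = enzyme with DMSO and 100% = no enzyme wells; some results filed as inactive read as strong as hits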
Target sequence (Q9P0U3 419-644 limits assumed): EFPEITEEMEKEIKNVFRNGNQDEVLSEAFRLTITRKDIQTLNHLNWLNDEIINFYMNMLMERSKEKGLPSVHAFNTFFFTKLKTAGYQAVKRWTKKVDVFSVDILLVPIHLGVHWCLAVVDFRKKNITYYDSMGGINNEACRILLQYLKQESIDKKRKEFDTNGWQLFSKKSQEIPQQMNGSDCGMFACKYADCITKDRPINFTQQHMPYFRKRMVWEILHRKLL
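Material: hSENP1 catalytic domain, recombinant; medium: Tris pH 8 with BME, BSA, NP40 and catalase; compound: single concentration of 10 µM compound, 0.5% DMSO final; technique: FRET read of cyan and yellow fluorescence; timing: 50 min enzyme reaction, room temperature, light-protected; reagent: SFCypet-SUMO1-SFYpet substrate at 25 nM; control set: no-enzyme low, enzyme-DMSO high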
PfG6PD inh: PfG6PD (Plasmodium falciparum) enzyme inhibition; PfGluPho enzyme, NADPH resazurin-diaphorase fluorescence; inhibition, % at 20 µM; 0.78% of 350,000 active;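 active means inhibition reaching at least a set limit at 20 µM in the primary screen, cut at about 59% in these data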;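 further: 0% = DMSO wells with substrate and 100% = DMSO wells lacking glucose-6-phosphate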
GRIN3A LBD mod: modulates the human NR3A ligand-binding domain; AID 1259313; NR3A LBD differential scanning fluorimetry, Tm shift; 0% = protein alone, 100% = glycine-bound protein; Tm shift relative to glycine control, % at 25 µM; 2.5% of 340,000 active;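 active means melting temperature shift of at least 10% of the positive control shift, at one fixed dose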
hIAP act: increases human intestinal alkaline phosphatase activity. P09923. 0.16% of 330,000 active. AID 2524. activation factor at 10 µM. purified human IAP, CDP-Star luminescence, 30 min; stronger effect = higher value; 1 = vehicle-only enzyme, 0 = enzyme-free background;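 active means activation factor of the enzyme at least 2-fold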; further: the source names both 10 and 20 µM as test concentration; values of inactives mirror those of a sister screen read the other way
SENP8 inh: blocks human SENP8 cleavage of Nedd8 substrate; Q96LD8; inhibition, % at 20 µM; 0.64% of 360,000 active; recombinant SENP8, Nedd8 substrate fluorescence; in the data active means inhibition mostly above about 40%, no sharp cut-off; inactive means mostly below about 27%
Target sequence (Q96LD8 whole entry, looked up): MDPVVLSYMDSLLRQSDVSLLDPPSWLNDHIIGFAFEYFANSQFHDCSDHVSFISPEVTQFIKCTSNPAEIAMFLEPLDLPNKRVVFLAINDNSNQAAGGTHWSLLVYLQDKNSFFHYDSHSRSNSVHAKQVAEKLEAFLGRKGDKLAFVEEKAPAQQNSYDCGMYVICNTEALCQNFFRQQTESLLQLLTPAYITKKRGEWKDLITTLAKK
ATG4B inh: inhibitors of human ATG4B cysteine protease. AID 504462. inhibition, % at 8.33 µM. 0.51% of 340,000 active. ATG4B cleavage of LC3-PLA2, NBD-HPC fluorescence, 1 h. Q9Y4P1; in the data active means inhibition above about 40%
Target sequence (Q9Y4P1 whole entry, looked up): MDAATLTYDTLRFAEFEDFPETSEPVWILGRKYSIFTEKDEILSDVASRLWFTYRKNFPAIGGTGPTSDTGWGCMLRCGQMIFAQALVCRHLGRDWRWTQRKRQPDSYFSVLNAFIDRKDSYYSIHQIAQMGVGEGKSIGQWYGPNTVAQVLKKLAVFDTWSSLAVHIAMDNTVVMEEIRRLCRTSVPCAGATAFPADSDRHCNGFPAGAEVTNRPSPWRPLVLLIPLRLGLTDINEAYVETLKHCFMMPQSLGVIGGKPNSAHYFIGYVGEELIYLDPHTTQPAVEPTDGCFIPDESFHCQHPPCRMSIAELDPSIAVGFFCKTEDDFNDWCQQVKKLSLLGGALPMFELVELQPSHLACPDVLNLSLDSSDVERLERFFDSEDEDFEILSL
MPTP inh: inhibitors of mitochondrial permeability transition pore | inhibition, % at 10 µM | 1.4% of 360,000 active | isolated mouse mitochondria, Ca2+ swelling absorbance, 30 min;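 active means inhibition of 50% or more, scaled per plate between neutral and stimulator controls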;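 further: 0% = DMSO wells given calcium and 100% = 1 mM EGTA wells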
* = called active by the depositor; i = inactive; . = not tested or not shown. Not a hit list; 6.7% or so of the library scored in one or more.

Molecule,SENP6 inh,SENP1 FRET inh,PfG6PD inh,GRIN3A LBD mod,hIAP act,SENP8 inh,ATG4B inh,MPTP inh
C=CCc1c(C)nc2cc(-c3ccc(C)cc3)[nH]n2c1=O,9,-4,-1,1,0.73,-103,-3,1.3
COc1ccc(NCc2nnc(SCC(=O)c3ccc(OC)cc3)o2)cc1,6,2,18,0,0.8,20,7,0.6
CCCCN(CCCC)S(=O)(=O)c1c(C)[nH]c(=O)[nH]c1=O,-16,1,12,-2,0.94,8,-6,-1.2
O=C(NCc1n[nH]c(=S)n1-c1ccc(Cl)c(Cl)c1)c1ccc(S(=O)(=O)N2CCCCC2)cc1,-6,-1,22,-10,0.9,14,-3,-0.1
O=C(CSc1nnc(-c2ccccc2)n1C1CCCCC1)N1CCCC1,6,2,13,2,0.91,0,2,1.8
Cc1ccc(Nc2cc(C)nc(N3CCOCC3)n2)cc1,7,-11,61*,1,1,-11,-3,-0.1
Cc1cc(C)c(OCC(=O)NCCCn2nc(C)cc2C)c(C)c1,9,1,1,-2,1,10,-63,-2.1
CCC(=O)OCc1c(C(F)(F)F)nn(C)c1Sc1ccc(Cl)cc1,-7,2,6,2,1.1,12,0,1.3
Cc1ccc(NC(=O)C(c2ccccc2)N2CCN(CC(=O)NC3CC3)CC2)cc1Cl (stereo not drawn),-6,0,7,-1,1,4,-1,-0.9
COc1ccccc1NC(=O)CN1CCN(CC(=O)Nc2cc(C)ccc2OC)CC1,5,2,-19,1,1.1,19,7,2.4
C#CCOc1ccccc1/C=C1/C(=O)ON=C1C,9,-1,22,2,1,14,-8,0.9
CCOC(=O)N1CCN(C(=O)CSCc2ccc(C)cc2)CC1,-29,4,-1,-1,1.1,28,-7,7.6
Cc1cccc(NS(=O)(=O)c2cccc(C(=O)N3CCN(S(=O)(=O)c4ccccc4)CC3)c2)c1,-9,1,-5,-1,0.96,9,-2,-0.5
O=C1c2ccccc2-c2nc3ncnn3c(-c3ccccc3Cl)c21,-1,-2,14,0,0.92,17,-3,-1.5
CCN1CCN(c2cc(C)c3cc(NC(=S)N4CCCC(C)C4)ccc3n2)CC1 (stereo not drawn),-33,-36,8,-1,1.2,-407,-4,0.1
Cc1ccc(C(=O)N2CCN(c3ccc(N4CCOCC4)nn3)CC2)cc1,-10,-23,0,1,1.1,i,-2,0.2
CCN(CC(=O)Nc1c(F)cccc1F)C(=O)CNC(=O)c1ccc(Br)o1,-6,2,14,1,0.94,7,0,-0.5
COc1cc(OC)cc(-c2nnc(SCc3cccnc3)o2)c1,-29,1,-3,0,0.95,-1,-10,0.6
CNC(=O)c1[nH]cnc1C(=O)Nc1ccc(OC)cc1,2,1,4,-2,1.5,11,-4,-1.8
O=C(COC(=O)CC1CC2CCC1C2)Nc1ccc(F)cc1Cl (stereo not drawn),-6,4,-2,0,1.2,7,-5,-1.5
O=C(Nc1cccc(S(=O)(=O)N2CCOCC2)c1)C(c1ccccc1)N1CCCCC1 (stereo not drawn),10,1,11,-2,0.97,7,-12,-0.7
Cc1nc(C(=O)NC2CCCCC2)sc1C1(C)CC(c2cccc([N+](=O)[O-])c2)=NO1 (stereo not drawn),-5,-1,6,-7,0.8,18,4,-2.2
CCNC(=O)NC(=O)CN(C)c1ccccc1,-18,3,-26,-1,1.1,5,3,0.0
CC(C)n1c(C(F)(F)F)nc2cc(C(=O)N3CCC(O)CC3)ccc21,-21,0,4,1,1,10,-4,1.0
N=c1oc2ccccc2cc1C(=O)NC1CCCCCC1,47,0,44,-2,1.1,-6,3,-0.9

The results go on:
Molecule,SENP6 inh,SENP1 FRET inh,PfG6PD inh,GRIN3A LBD mod,hIAP act,SENP8 inh,ATG4B inh,MPTP inh
Cc1[nH]cnc1CSCCN,-2,1,-6,-10,1.1,10,3,-5.7
CC(=O)N/C(=C\c1ccccc1)C(=O)OCC(=O)N(C)C1CCS(=O)(=O)C1 (stereo not drawn),13,0,0,1,1,1,6,-0.4
C[C@]12C(=O)N(c3ccccc3)C(=O)N1[C@@H]1c3ccccc3OC[C@@H]1[C@H]2c1ccccc1,-24,0,-5,1,1.1,18,6,1.4
Cc1ccc(S(=O)(=O)N(C)c2ccc(C(=O)NCC3CCCO3)cc2)cc1 (stereo not drawn),-1,-1,-11,2,1.1,12,6,1.0
Cc1cccc2c(N=Nc3ccccc3)c(O)[nH]c12,-3,10,4,2,0.89,19,3,1.6
CCc1ccc(CN2CCC(n3nccc3NC(=O)c3cccc(F)c3)CC2)cc1,-25,1,10,0,1.2,4,13,1.5
Cc1ccc(OCC(=O)NCc2cccs2)c([N+](=O)[O-])n1,-1,2,-3,-1,0.99,10,-5,1.8
O=C(CC(=O)Nc1cccc(F)c1)Nc1cccc(F)c1,0,0,-19,-1,1.2,12,7,1.2
COc1ccc(C(=O)NCCc2c[nH]c3ccccc23)cc1S(=O)(=O)N1CCOCC1,-15,-1,-13,0,0.99,2,3,-0.2
O=C(OCc1nc2ccc(Cl)cc2n1CCO)c1ccccc1C(=O)c1ccccc1,-6,-2,23,-10,0.9,3,-11,0.0
C=CCOC(=O)C1=C(C)NC(SCC(N)=O)=C(C#N)C1c1cccs1 (stereo not drawn),-14,-7,-11,-2,0.98,-58,34,0.4
COCCn1c(SCc2ccc(OC)c(F)c2)nc2ccccc2c1=O,-42,5,8,2,1.1,3,5,-0.5
CC(=O)NC(CC(=O)N(Cc1ccccc1)c1ccc(C)cc1)c1ccccc1 (stereo not drawn),-5,1,45,-4,0.87,4,-2,0.1
O=C(NCCc1nc2ccccc2[nH]1)c1ccc(Br)o1,-24,2,-12,1,1,23,-5,-0.3
COc1ccc(C(=O)c2c(-c3ccsc3)oc3ccc(-c4ccc(OC)cc4)cc23)cc1,-2,.,3,-2,0.97,.,-2,.
Cc1cc(NC(=O)COc2cccc(Oc3ccccc3)c2)no1,1,3,12,-2,1.1,0,14,3.3
O=C(NCCCn1cccn1)c1cc(COc2ccc(F)cc2Cl)on1,-8,0,-14,0,1,5,12,0.6
CC(=O)Nc1cccc(C(=O)NC2CCCc3c2cnn3-c2ccc(C(C)(C)C)cc2)c1 (stereo not drawn),-2,0,6,0,1.1,11,-16,-1.3
Cc1cc(S(=O)(=O)N2CCCC(N(C)CCc3ccccn3)C2)c(C)cc1Cl (stereo not drawn),-12,-18,-5,-1,1.2,-15,3,0.1
Cn1c(CCC(=O)Nc2ccccc2F)nnc1SCC(=O)Nc1ccccc1Cl,-9,1,2,-1,1.1,13,-40,-2.5
O=C1CCCN1CCCN1CC(C(=O)N(CCO)Cc2ccccc2)CCC1=O (stereo not drawn),-16,-2,12,1,0.87,3,14,-0.6
Cc1noc(C)c1S(=O)(=O)NCc1ccc2c(c1)OCO2,-13,0,-5,-1,0.94,13,-9,1.9
CC(C)Oc1cccc(C(=O)NC(=S)Nc2ccc(Cl)c(C(=O)O)c2)c1,-4,-2,-38,-1,0.92,6,3,1.0
Cc1ccc(-c2nn(C)c(=O)c3ccccc23)cc1CN1CCCCC1,-8,5,10,-1,0.87,19,-2,3.4
O=C1CN(C(=O)c2cccc([N+](=O)[O-])c2)CC(=O)N1,17,3,0,2,0.96,-1,-2,-1.4

Compound profiles (already shown). Order of screens: SENP6 inh	SENP1 FRET inh	PfG6PD inh	GRIN3A LBD mod	hIAP act	SENP8 inh	ATG4B inh	MPTP inh
Results for `Cc1cccc2c(N=Nc3ccccc3)c(O)[nH]c12` : -3	10	4	2	0.89	19	3	1.6
Results for `CCc1ccc(CN2CCC(n3nccc3NC(=O)c3cccc(F)c3)CC2)cc1` : -25	1	10	0	1.2	4	13	1.5

The list continues:
Molecule,SENP6 inh,SENP1 FRET inh,PfG6PD inh,GRIN3A LBD mod,hIAP act,SENP8 inh,ATG4B inh,MPTP inh
Cc1cc(NC(=O)CCC(=O)N(Cc2ccco2)C(C(=O)NC2CCCC2)c2ccccc2C)no1 (stereo not drawn),-18,-4,43,0,1.2,60*,-8,0.9
COc1ccc(C(=O)Nc2cc(OC)c(NC(=O)Nc3ccccc3)cc2OC)cc1,.,-36,21,.,.,-14,.,0.9
Cc1cccc(C(=O)NCCN2CCN(c3ccccc3)CC2)c1,-22,1,-10,-5,0.9,14,-8,-3.0
CCCC(O)(CCC)C(=O)NNc1ccc(C)cc1,-15,0,-13,1,0.91,16,-1,2.1
COc1ccc(Cc2nnc(NC(=O)CSc3ccc(C)cc3)s2)cc1,2,0,16,-1,0.91,9,-9,1.0
Cc1cccc(/C(N)=N/OC(=O)c2ccccc2Cl)c1,86*,3,6,1,1.1,4,22,-2.2
C/C(=N\Nc1ccc2nncn2n1)c1ccc(Br)s1,1,2,1,0,0.86,14,3,2.2
COC(=O)C1=C(O)/C(=C\c2ccc(OCC(=O)Nc3ccccc3)cc2)N=C1C,-8,-12,2,-9,1,-6,-6,-1.9
O=C(CSc1ccc2nnc(-c3ccncc3)n2n1)Nc1ccccc1F,-1,-1,6,-1,0.84,-17,-8,-1.1
COC(=O)c1ccc(C(=O)OC)c(NC(=O)COC(=O)c2ccccc2OC)c1,-2,-3,-9,-1,0.89,-132,-13,4.3
COc1ccccc1C(=O)NC(=O)COC(=O)c1cccc(C)c1O,-1,0,11,-1,1.2,-7,-11,-0.5
Cc1c(/C(O)=C2/C(=O)C(=O)N(Cc3cccnc3)C2c2cccs2)cnn1-c1ccccc1 (stereo not drawn),-7,-1,-6,-1,1.1,-77,-2,-4.8
CCn1c(=O)c(C(=O)CN2CC(C)OC(C)C2)c(N)n(Cc2ccccc2)c1=O (stereo not drawn),-12,-1,-10,1,1.1,33,-5,-0.1
COc1ccc(/C=C/CN2CCCC(CCC(=O)NCc3ccc(F)c(F)c3)C2)cc1 (stereo not drawn),1,-3,7,-3,1,-10,24,0.3
CCCN(CC(=O)Nc1ccccc1C)C(=O)CCCOc1ccc(Br)cc1,9,-2,17,0,0.98,8,-5,0.4
CC(=O)Nc1ccc(S(=O)(=O)NC2(c3ccccc3)C(=O)N(C)C(=O)N(C)C2=O)cc1,.,3,1,-3,.,4,-9,-0.4
